From PubChem
RAD52 inh: RAD52 DNA annealing inhibitors, primary screen, biochemical, FRET, single point, set 2; recombinant RAD52 DNA annealing, FRET fluorescence; inhibition, % at 18.7 µM; 0.46% of 360,000 active;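 active = every replicate showing at least 50% inhibition; inconclusive = mean inhibition at least 50% but not in every replicate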
Target sequence (P43351 whole entry, looked up): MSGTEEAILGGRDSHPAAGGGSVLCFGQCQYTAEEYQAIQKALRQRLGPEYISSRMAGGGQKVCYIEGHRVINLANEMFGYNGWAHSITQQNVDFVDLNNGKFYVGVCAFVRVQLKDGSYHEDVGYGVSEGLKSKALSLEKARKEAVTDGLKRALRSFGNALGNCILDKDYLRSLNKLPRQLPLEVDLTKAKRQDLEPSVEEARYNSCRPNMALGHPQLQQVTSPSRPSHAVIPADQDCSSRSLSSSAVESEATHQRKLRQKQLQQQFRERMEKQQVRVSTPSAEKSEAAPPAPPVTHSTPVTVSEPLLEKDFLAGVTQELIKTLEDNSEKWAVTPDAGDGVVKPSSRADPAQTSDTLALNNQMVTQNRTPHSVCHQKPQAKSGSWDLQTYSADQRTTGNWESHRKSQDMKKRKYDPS
F508del corr: F508del CFTR correction, initial screen, CFBE line, single point; CFBE cells, YFP halide quenching; stimulated with forskolin plus potentiator P3; % fluorescence drop versus neutral controls; AID 720511, 2013; 0.36% of 350,000 active; activity (quench increase), % at 7.58 µM;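 active = mean added fluorescence quench of at least 8% versus neutral control, with both replicates also reaching 8%; inconclusive = only one of the mean or replicate conditions met; inactive = mean below 8% and not both replicates reaching 8%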;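 also: cells transiently co-express mutant CFTR-F508del with the halide-sensitive YFP; corrector assay measuring rescue of mutant channel to the surface after 24 h compound exposure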
E-selectin induc: E-selectin induction in HUVECs, primary screen, imaging, HUVEC, immunofluorescence imaging, single point | 0.37% of 260,000 active | activation, % at 7.58 µM | normalized: neutral wells 0, TNF-alpha wells 100;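 active = mean E-selectin-positive cell signal at least 10% of the positive control, reached in at least 60% of replicates, without over 20% cell loss; inconclusive = no rule given, readout overlaps actives, possibly toxicity-flagged; inactive = the rest, including those meeting only one limit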;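 also: in these data hits start at about 27%; measured in HUVEC primary endothelial cells; signal is the percent of cells scored E-selectin positive by PE staining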
Target sequence (P16581 whole entry, looked up): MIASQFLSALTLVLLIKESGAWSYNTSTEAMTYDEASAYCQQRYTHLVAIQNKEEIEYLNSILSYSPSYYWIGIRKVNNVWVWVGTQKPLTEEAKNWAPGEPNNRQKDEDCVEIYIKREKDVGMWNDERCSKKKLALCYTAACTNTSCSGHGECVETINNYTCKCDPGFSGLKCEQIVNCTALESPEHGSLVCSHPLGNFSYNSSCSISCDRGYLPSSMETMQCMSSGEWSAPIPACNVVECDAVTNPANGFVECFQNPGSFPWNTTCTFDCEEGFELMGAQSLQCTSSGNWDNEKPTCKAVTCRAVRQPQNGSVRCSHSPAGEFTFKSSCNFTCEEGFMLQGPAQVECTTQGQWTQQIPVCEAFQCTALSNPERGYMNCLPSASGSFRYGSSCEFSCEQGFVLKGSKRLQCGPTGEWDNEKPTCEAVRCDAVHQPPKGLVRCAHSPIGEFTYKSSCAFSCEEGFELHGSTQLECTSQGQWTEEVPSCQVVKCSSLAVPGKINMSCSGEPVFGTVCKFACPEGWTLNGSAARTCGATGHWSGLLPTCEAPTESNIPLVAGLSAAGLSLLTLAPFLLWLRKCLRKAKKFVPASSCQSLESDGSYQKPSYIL
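Test system – human umbilical vein endothelial cells (HUVEC), E-selectin induction · Input – 3,000 HUVEC seeded per well · Buffer or medium – EGM-2, gelatin · Compound dosing – single-point compound dose · Detection – immunofluorescence imaging · Measure – percent E-selectin-positive cells · Controls – TNF-alpha high, DMSO low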
RAD54 branch: inhibitors of human RAD54 branch migration, primary screen, biochemical, fluorescence, single point. inhibition, % at 10.4 µM. RAD54 Holliday junction branch migration, FAM/BHQ fluorescence. DNA repair and recombination protein RAD54-like (Homo sapiens), Q92698. 0.14% of 360,000 active;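 active = mean normalized replicate activity at least 40 and at least half of replicates scoring 40 or more; inconclusive = only one of the two criteria met; inactive = mean below 40 and under half of replicates reaching 40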;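 also: 0% = median of neutral control wells and 100% = median of positive control wells; inhibitors cause a drop in the FAM fluorescence signal; in these data hits start at about 50%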
GSIS activator: GLuc luminescence reporter in INS-1E cells, primary screen for activators of glucose-dependent secretion of insulin | INS-1E GLuc reporter insulin secretion, 2-3 h | activation, % at 16.6 µM | 0.61% of 370,000 active | AID 743287, 2014;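 active = lowest replicate activation of at least 40%, so every replicate reaches that level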;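 also: 0% = median of neutral control wells and 100% = median of IBMX positive control wells; some compounds called inactive have numbers as strong as hits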
Casp6 inh: human caspase-6 inhibitors, primary screen, biochemical, VEID-R110 fluorescence, single point, set 2 | 0.53% of 350,000 active | purified caspase-6, Z-VEID-R110 cleavage fluorescence | AID 686996, 2013 | P55212 | inhibition, % at 12.5 µM;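 active = mean inhibition across replicates at least about 35%, with every replicate also reaching that limit, limit read from the data; inconclusive = only one of the two criteria met; inactive = neither criterion met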;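 also: 0% = median of neutral control wells and 100% = no fluorescence left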
DENV2 CPE rescue: inhibitors of DENV2 cytopathic effect, primary screen, cell-based, plate reader, single concentration | DENV2-infected cells, cytopathic effect rescue | CPE inhibition, % at 9.99 µM | 1.7% of 350,000 active; in the data active = CPE inhibition above about 20%, passing the limit was not always enough; inconclusive = no clear call, values can overlap the other calls; tested in BHK-21 cells;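 also: 0% = median of neutral control wells and 100% = median of positive control wells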
XiGFP reactiv: activators of inactive X chromosome reactivation, primary screen, imaging, XiGFP fibroblasts, GFP high-content imaging, set 2 | XiGFP mouse fibroblasts, % GFP-positive cells imaging, 3 d; cells co-treated with 5-aza-dC sensitizer; scaled so ellipticine positive control = 100% | activation, % at 7.58 µM | 0.055% of 360,000 active | AID 743238, 2013;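 active = mean normalized replicate activation at least 10% and every replicate at or above 10%; inconclusive = only one of the two criteria met; inactive = mean below 10% and not all replicates reach 10%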;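 also: 0% = median of on-plate neutral control wells and 100% = ellipticine 6 µM median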
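System: SV40-immortalized XiGFP fibroblast cells, line 68-5-11 / Incubation: 3-day compound exposure, then 15 min fixation at room temperature / Compound: single concentration per compound, delivered by pin transfer / Buffer or medium: DMEM plus 5-aza-dC sensitizer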
* = called active by the depositor.

For CC(=O)Nc1ccc(S(=O)(=O)NCCC(=O)OCc2nnc(-c3ccccc3)o2)cc1 the results were RAD52 inh -16.5, F508del corr 1.9, RAD54 branch -15.4, GSIS activator -4.6, Casp6 inh 3.1, DENV2 CPE rescue 0.8 and XiGFP reactiv 0.1.
For C[C@H](CO)N1C[C@H](C)[C@H](CN(C)S(=O)(=O)c2cccs2)Oc2ccc(NS(=O)(=O)c3ccccc3)cc2C1=O the results were RAD52 inh -14.3, F508del corr -1.0, E-selectin induc -0.3, RAD54 branch 2.9, GSIS activator -14.3, Casp6 inh -0.4, DENV2 CPE rescue -9.2 and XiGFP reactiv -0.1.
For Cc1ccc(-n2c(SCC(=O)N3Cc4ccccc4CC3C(=O)O)nnc2-c2cccnc2)c(C)c1 (stereo not drawn) the results were RAD52 inh -11.4, GSIS activator -3.2, Casp6 inh 4.4, DENV2 CPE rescue 4.2 and XiGFP reactiv 0.2.
For CN(C)CCNC(=O)c1cccc(-c2cnc3c(NC=O)cc(-c4cccc(C(F)(F)F)c4)cn23)c1 the results were RAD52 inh 67.0*, F508del corr -2.5, E-selectin induc 0.1, RAD54 branch 48.6, GSIS activator 52.7*, Casp6 inh -170.4, DENV2 CPE rescue 0.7 and XiGFP reactiv -0.2.
O=C(CSc1nnc2ncccn12)Nc1cccc2ccccc12 was read as RAD52 inh -5.5, F508del corr -0.6, RAD54 branch -2.1, GSIS activator 2.1, Casp6 inh 1.9, DENV2 CPE rescue inconclusive and XiGFP reactiv 0.0.
`CCCCc1nc2cc(C(=O)NCc3nccn3CC)ccc2o1` gave RAD52 inh -2.1, F508del corr -0.4, RAD54 branch 10.6, GSIS activator -9.0, Casp6 inh -2.0, DENV2 CPE rescue inconclusive and XiGFP reactiv 0.1.
CC(=O)c1ccc2c3c(cccc13)C(=O)N(CCc1ccccc1)C2=O was read as RAD52 inh -40.0, F508del corr -1.6, E-selectin induc 1.6, RAD54 branch -4.9, GSIS activator 3.8, Casp6 inh 7.4, DENV2 CPE rescue -14.9 and XiGFP reactiv 0.0.
`CNC(=S)N(CCO)Cc1cc2cc3c(cc2[nH]c1=O)OCCO3` gave RAD52 inh -5.6, F508del corr -3.3, E-selectin induc 0.0, RAD54 branch 19.6, GSIS activator 12.9, Casp6 inh 12.7, DENV2 CPE rescue 4.2 and XiGFP reactiv 0.0.
Screening COc1ccc(S(=O)(=O)N2CCC(C(=O)Nc3ccc(S(=O)(=O)N4CCCC4)cc3)CC2)cc1OC returned RAD52 inh -10.2, F508del corr 1.7, E-selectin induc 0.3, RAD54 branch 2.3, GSIS activator -14.9, Casp6 inh 0.6, DENV2 CPE rescue -1.3 and XiGFP reactiv 0.0.
For O=C(CSc1ccccc1)N1CCN(S(=O)(=O)c2ccccc2)CC1 the results were RAD52 inh -10.4, F508del corr 0.7, RAD54 branch -4.5, GSIS activator -0.7, Casp6 inh 0.2, DENV2 CPE rescue 2.3 and XiGFP reactiv 2.5.
COc1ccc(/C=N/NC(=O)c2ccc3c(c2)OCO3)cc1 was read as RAD52 inh 2.6, F508del corr 1.4, E-selectin induc -0.1, RAD54 branch -7.6, GSIS activator 1.8, Casp6 inh -0.6, DENV2 CPE rescue 3.7 and XiGFP reactiv 0.1.
CN(C)/C=C/C(=O)c1ccc([N+](=O)[O-])c(CS(=O)(=O)c2ccccc2)c1 was read as RAD52 inh 10.2, F508del corr 0.0, E-selectin induc -0.1, RAD54 branch -14.9, GSIS activator -0.7, Casp6 inh 3.8, DENV2 CPE rescue -4.9 and XiGFP reactiv 0.2.
For Cc1cc(C)c(OCC(=O)OCC(=O)NCC2CCCCC2)c(C)c1 the results were RAD52 inh -7.2, F508del corr -1.5, E-selectin induc 0.8, RAD54 branch -12.3, GSIS activator 2.6, Casp6 inh 0.4, DENV2 CPE rescue 10.4 and XiGFP reactiv 0.0.
`Oc1ccc(Nc2ccnc3cc(Cl)ccc23)cc1` gave RAD52 inh -4.2, F508del corr 2.6, E-selectin induc 0.0, RAD54 branch 58.0*, GSIS activator 7.3, Casp6 inh 1.8, DENV2 CPE rescue -1.4 and XiGFP reactiv 0.0.
Screening COc1ccc(CN(C)C[C@H]2Oc3ccc(NS(=O)(=O)c4ccc(F)cc4)cc3CC(=O)N([C@@H](C)CO)C[C@@H]2C)cc1 returned RAD52 inh 11.5, F508del corr -0.6, E-selectin induc -11.6, RAD54 branch 10.0, GSIS activator -6.5, Casp6 inh -1.6, DENV2 CPE rescue 2.8 and XiGFP reactiv 1.0.
For Cc1cc(NC(=O)CN2CCC(C)CC2)no1 the results were RAD52 inh -7.5, F508del corr -0.3, E-selectin induc 1.8, Casp6 inh 1.3, DENV2 CPE rescue -1.9 and XiGFP reactiv 0.3.
For CCNC(=O)[C@H]1[C@H](CO)[C@H]2Cn3c(cccc3=O)[C@H]2N1Cc1ccccc1Cl the results were RAD52 inh -5.1, F508del corr 1.5, E-selectin induc -0.1, RAD54 branch 6.1, GSIS activator 3.8, Casp6 inh 0.3, DENV2 CPE rescue -10.8 and XiGFP reactiv 0.4.
Screening CN(C)S(=O)(=O)c1ccc(C(=O)NCCSc2ccc(Br)cc2)cc1 returned RAD52 inh -29.1, F508del corr 0.5, E-selectin induc 0.7, RAD54 branch -8.6, GSIS activator -18.1, Casp6 inh -4.7, DENV2 CPE rescue 0.6 and XiGFP reactiv 0.1.
Cc1nc2ccc(S(=O)(=O)N(C)CC(=O)NC(C)c3ccccc3)cc2s1 (stereo not drawn) was read as RAD52 inh -8.2, F508del corr -4.2, RAD54 branch -1.3, GSIS activator 2.9, Casp6 inh -0.3, DENV2 CPE rescue 11.7 and XiGFP reactiv 0.1.
For Cc1cc(C)c(C(=O)/C=C/c2ccc(C(C)C)cc2)c(=O)[nH]1 the results were RAD52 inh -4.7, F508del corr -4.1, RAD54 branch 12.8, GSIS activator -1.3, Casp6 inh 0.0 and DENV2 CPE rescue -2.6.
For CCCc1nc2ccccc2n1C(C)C(=O)NC(C)(C)C (stereo not drawn) the results were RAD52 inh -8.4, F508del corr -1.1, E-selectin induc 0.1, GSIS activator -8.9, Casp6 inh 1.5, DENV2 CPE rescue 34.6* and XiGFP reactiv 0.1.
For CCCN1[C@@H]2c3ccc(C4=CCCCC4)c(=O)n3C[C@H]1[C@H](CO)[C@H]2C(=O)N1CCOCC1 the results were RAD52 inh 10.6, F508del corr 2.4, E-selectin induc -0.1, RAD54 branch -6.1, GSIS activator 1.2, Casp6 inh 1.7, DENV2 CPE rescue -0.1 and XiGFP reactiv 0.2.
COc1ccccc1CN1[C@@H]2c3cccc(=O)n3C[C@@H]2[C@@H](CO)[C@@H]1C(=O)NCCc1ccncc1 was read as RAD52 inh -1.7, E-selectin induc -0.1, RAD54 branch 1.2, GSIS activator -6.7, Casp6 inh 0.8, DENV2 CPE rescue -0.9 and XiGFP reactiv 0.3.
`CCCCN(C(=O)c1ccc(N2CCCC2=O)cc1)c1c(N)n(CCCC)c(=O)[nH]c1=O` gave RAD52 inh -11.0, F508del corr 0.1, GSIS activator 2.7, Casp6 inh 1.6, DENV2 CPE rescue 7.0 and XiGFP reactiv 0.0.
For Cc1ccccc1C(=O)NNC(=O)c1ccc(Br)cc1 the results were RAD52 inh -7.3, F508del corr -6.5, E-selectin induc -0.2, RAD54 branch -2.1, GSIS activator 12.4, Casp6 inh 1.1, DENV2 CPE rescue -1.3 and XiGFP reactiv 0.0.
COc1ccc(N=C2NC(=O)/C(=C/C=C/c3ccccc3)S2)cc1 was read as RAD52 inh -14.4, F508del corr 6.5, E-selectin induc 1.4, RAD54 branch 9.1, GSIS activator 14.4, Casp6 inh 1.6, DENV2 CPE rescue -0.2 and XiGFP reactiv 0.2.
For O=C(Cc1ccccc1)NCCS(=O)(=O)N1CCN(c2cccc(Cl)c2)CC1 the results were RAD52 inh 1.7, F508del corr -0.4, E-selectin induc -0.2, RAD54 branch -0.2, GSIS activator 13.1, Casp6 inh -1.5, DENV2 CPE rescue -1.9 and XiGFP reactiv 0.1.
N#CCCN(C(=O)CSc1nc2ccccc2c(=O)[nH]1)c1ccc(F)cc1 was read as RAD52 inh -2.2, F508del corr 1.3, E-selectin induc -0.4, RAD54 branch 1.3, GSIS activator 23.6, Casp6 inh 1.4, DENV2 CPE rescue -6.3 and XiGFP reactiv 0.1.
CC(=O)c1cccc(NC(=O)CN2C(=O)NC(C)(c3ccc4c(c3)OCCCO4)C2=O)c1 (stereo not drawn) was read as RAD52 inh -2.9, F508del corr -3.3, E-selectin induc -0.4, RAD54 branch -1.4, GSIS activator 0.9, Casp6 inh 2.4, DENV2 CPE rescue 5.0 and XiGFP reactiv 0.1.
Screening NCCCC[C@H]1CNC(=O)C(=O)N1CCc1cc(C(F)(F)F)cc(C(F)(F)F)c1 returned RAD52 inh -7.4, F508del corr 3.4, E-selectin induc -0.1, RAD54 branch -12.4, GSIS activator 8.3, Casp6 inh -1.4, DENV2 CPE rescue 0.8 and XiGFP reactiv 0.1.
Screening COc1ccccc1CN(C)C[C@@H]1OCc2cn(nn2)CCCC(=O)N([C@@H](C)CO)C[C@@H]1C returned RAD52 inh 6.7, F508del corr -0.1, E-selectin induc -0.3, RAD54 branch 6.1, GSIS activator -2.9, Casp6 inh 0.8, DENV2 CPE rescue -5.2 and XiGFP reactiv 0.0.
Screening O=C(c1ccccc1)N1CCOC(O)(c2ccccc2)C1c1ccccc1 (stereo not drawn) returned RAD52 inh -2.4, F508del corr -1.0, RAD54 branch -11.9, Casp6 inh 8.1, DENV2 CPE rescue 11.2 and XiGFP reactiv 0.3.
For CC(=O)NCCCCCCNC(C)=O the results were RAD52 inh 7.2, F508del corr -3.1, E-selectin induc 0.2, RAD54 branch 7.3, Casp6 inh 3.9, DENV2 CPE rescue 4.1 and XiGFP reactiv -0.2.
`CCOC(=O)C1=NN(c2ccccc2)C2C(=O)N(c3ccccc3OC)C(=O)C12` (stereo not drawn) gave RAD52 inh -9.5, F508del corr -1.6, E-selectin induc 0.7, RAD54 branch -4.8, Casp6 inh 3.6, DENV2 CPE rescue 0.4 and XiGFP reactiv 0.0.
For CCc1noc(C)c1C(=O)N(CCOC)c1c(N)n(CC(C)C)c(=O)[nH]c1=O the results were RAD52 inh -8.7, F508del corr 2.4, E-selectin induc 0.2, RAD54 branch -6.5, GSIS activator 13.8, Casp6 inh -2.5, DENV2 CPE rescue -4.4 and XiGFP reactiv 0.0.

Quoted at random: 2 entries already listed
For Cc1ccc(-n2c(SCC(=O)N3Cc4ccccc4CC3C(=O)O)nnc2-c2cccnc2)c(C)c1 (stereo not drawn) the results were RAD52 inh -11.4, GSIS activator -3.2, Casp6 inh 4.4, DENV2 CPE rescue 4.2 and XiGFP reactiv 0.2.
For CCCN1[C@@H]2c3ccc(C4=CCCCC4)c(=O)n3C[C@H]1[C@H](CO)[C@H]2C(=O)N1CCOCC1 the results were RAD52 inh 10.6, F508del corr 2.4, E-selectin induc -0.1, RAD54 branch -6.1, GSIS activator 1.2, Casp6 inh 1.7, DENV2 CPE rescue -0.1 and XiGFP reactiv 0.2.
